From PubChem
inhibitors of VEEV: inhibitors of VEEV TC-83 cytopathic effect, confirmation, Vero cells (AID 588727) | hit rate 0.13% among 350,000 | Vero cells, VEEV TC-83 cytopathic effect inhibition; higher % means a stronger effect | inhibition, % at 20 µM; hits with a dose series show IC50 in µM; in the data active = a potency from the dose series; inconclusive = inhibition mostly from about 14% at the one dose, without a potency; inactive = the rest, 99 in 100 with inhibition below about 12%; note: strong numbers were not always called active
H1N1 NS1A inhibition: NS1A inhibition, H1N1 influenza, cell based functional assay (AID 504329). inhibition, % at 12.5 µM, or IC50 in µM where a hit was titrated. NS1A functional cell-based assay, percent inhibition; higher % means a stronger effect. hit rate 0.3% among 340,000; in the data active = a potency from the dose series; inconclusive = inhibition above about 27% without an active follow-up result; note: strong numbers were not always called active
tuberculosis growth: growth inhibition of non-replicating M. tuberculosis (AID 488890); Mycobacterium tuberculosis non-replicating, growth inhibition; higher % means a stronger effect; inhibition, % at 25 µM, or IC50 in µM where a hit was titrated; hit rate 0.39% among 320,000; in the data active = a potency from the dose series; inconclusive = inhibition mostly from about 82% at the one dose, without a potency; inactive = the rest, 99 in 100 with inhibition below about 76%;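 note: plate controls were DMSO cells for no effect and high antibiotic wells for full effect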
Salmonella PhoP GFP: Inhibition of PhoP regulon, Salmonella typhi GFP reporter cells, confirmation, 4 h (AID 1850); Salmonella Typhi PhoP-promoter GFP reporter, fluorescence, 4 h; higher % means a stronger effect; inhibition, % at 50 µM; hits with a dose series show IC50 in µM; hit rate 0.33% among 310,000; in the data active = a potency from the dose series; inconclusive = inhibition mostly from about 25% at the one dose, without a potency; inactive = the rest, 99 in 100 with inhibition below about 19%;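 note: 0% = induced wells with vehicle and 100% = uninduced wells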
H37Rv inhibition: M. tuberculosis growth inhibition, HTS (AID 449762); M. tuberculosis H37Rv growth inhibition, 7H9 media; higher % means a stronger effect; inhibition, % at 25 µM; hits with a dose series show IC50 in µM; hit rate 0.59% among 330,000; in the data active = a potency from the dose series; inconclusive = inhibition above about 70% without an active follow-up result;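 note: bacterial growth assessed after seven days of incubation; strong numbers were not always called active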
inhibitors of VEEV 10K pilot screen: further read-out of inhibitors of VEEV, marked with its call; inhibition, %; measured here: 10K pilot screen inhibition
Numbers without * were called inactive; i = inactive; ? = inconclusive; · = not tested or not shown.

Start of the data: the first 13 entries, to show the layout:
SMILES	inhibitors of VEEV	H1N1 NS1A inhibition	tuberculosis growth	Salmonella PhoP GFP	H37Rv inhibition	others
Cc1noc(NS(=O)(=O)c2ccc(NC(=O)C(CC(C)C)N3C(=O)c4ccccc4C3=O)cc2)c1C (configuration not stated)	0.8%	-12%	-13%	-2%	-5%
Cc1cccc(Nc2nc(-c3ccc(F)c(C)c3)cs2)n1	3.0%	7%	32%	-3%	12%
CCOC(=O)C1=C(C)NC(C)=C(C(=O)OCC)C1C(=O)OCC(=O)NCCc1ccc(S(N)(=O)=O)cc1	1.2%	1%	26%	5%	25%
CCC1CCCCN1C(=O)Cn1nc([N+](=O)[O-])c(Cl)c1C (configuration not stated)	0.4%	-2%	2%	2%	-4%
COc1ccc(OCC(=O)NC(=S)Nc2ccc(N3CCOCC3)c(Cl)c2)cc1	5.4%	3%	69%	-7%	-1%
Cc1ccc(C(=O)C2CCNCC2)cc1	0.2%	-5%	-4%	6%	-6%
CN(/C=C/C(=C\C=[N+](C)c1ccccc1)OCCCS(=O)(=O)[O-])c1ccccc1	i	2%	18%	-1%	1%
CC1CN(c2ccc(Cl)nn2)CC(C)O1 (configuration not stated)	0.8%	-9%	8%	-25%	8%
CCCC(=O)N1CCN(c2ccc(NC(=O)c3ccc(N4CCCC4)c([N+](=O)[O-])c3)cc2Cl)CC1	5.0%	8%	17%	5%	52%
O=C(c1ccccc1)C(C(=O)N1CCCCC1)n1ccccc1=O (configuration not stated)	i	-9%	-5%	1%	3%
Cc1ccc(C(C)C)c(OCCCCCN2CCOCC2)c1	i	-1%	0%	-3%	11%
Cc1onc(-c2ccccc2)c1C(=O)N=C(N)c1ccc(Cl)cc1	2.5%	-6%	-1%	19%	0%
COc1ccc(C)cc1-n1nnnc1SCc1nc2ccccc2s1	6.2%	-8%	15%	-7%	-7%

Results, repeating the preview:
SMILES	inhibitors of VEEV	H1N1 NS1A inhibition	tuberculosis growth	Salmonella PhoP GFP	H37Rv inhibition	others
Cc1noc(NS(=O)(=O)c2ccc(NC(=O)C(CC(C)C)N3C(=O)c4ccccc4C3=O)cc2)c1C (configuration not stated)	0.8%	-12%	-13%	-2%	-5%
Cc1cccc(Nc2nc(-c3ccc(F)c(C)c3)cs2)n1	3.0%	7%	32%	-3%	12%
CCOC(=O)C1=C(C)NC(C)=C(C(=O)OCC)C1C(=O)OCC(=O)NCCc1ccc(S(N)(=O)=O)cc1	1.2%	1%	26%	5%	25%
CCC1CCCCN1C(=O)Cn1nc([N+](=O)[O-])c(Cl)c1C (configuration not stated)	0.4%	-2%	2%	2%	-4%
COc1ccc(OCC(=O)NC(=S)Nc2ccc(N3CCOCC3)c(Cl)c2)cc1	5.4%	3%	69%	-7%	-1%
Cc1ccc(C(=O)C2CCNCC2)cc1	0.2%	-5%	-4%	6%	-6%
CN(/C=C/C(=C\C=[N+](C)c1ccccc1)OCCCS(=O)(=O)[O-])c1ccccc1	i	2%	18%	-1%	1%
CC1CN(c2ccc(Cl)nn2)CC(C)O1 (configuration not stated)	0.8%	-9%	8%	-25%	8%
CCCC(=O)N1CCN(c2ccc(NC(=O)c3ccc(N4CCCC4)c([N+](=O)[O-])c3)cc2Cl)CC1	5.0%	8%	17%	5%	52%
O=C(c1ccccc1)C(C(=O)N1CCCCC1)n1ccccc1=O (configuration not stated)	i	-9%	-5%	1%	3%
Cc1ccc(C(C)C)c(OCCCCCN2CCOCC2)c1	i	-1%	0%	-3%	11%
Cc1onc(-c2ccccc2)c1C(=O)N=C(N)c1ccc(Cl)cc1	2.5%	-6%	-1%	19%	0%
COc1ccc(C)cc1-n1nnnc1SCc1nc2ccccc2s1	6.2%	-8%	15%	-7%	-7%
O=C(Nc1cccc(-c2cn3cccnc3n2)c1)Nc1ccccc1F	9.7%	-1%	-26%	2%	-5%
Cc1cn(C(=O)c2ccccc2)c(=S)n1-c1ccc(Cl)cc1	i	-15%	29%	-1%	16%
COc1ccc(S(=O)(=O)N(C)C[C@H]2Oc3c(NS(=O)(=O)c4cn(C)cn4)cccc3C(=O)N([C@H](C)CO)C[C@@H]2C)cc1	0.5%	-1%	-2%	·	4%
O=C1c2oc3ccccc3c(=O)c2C(c2cccs2)N1CCCN1CCOCC1 (configuration not stated)	0.2%	-17%	9%	11%	-1%
CCOc1ccc(N(CC(=O)NC2CCCCC2)C(=O)CCC(=O)Nc2ccccn2)cc1	1.6%	1%	-16%	15%	0%
CCCOc1ccc(N2C(=O)CC(N3CCC(c4nncn4CC)CC3)C2=O)cc1 (configuration not stated)	1.9%	9%	79%	-3%	-1%
CC(=NCCc1c(C)[nH]c2ccc(C)cc12)C1=C(O)CC(c2ccccc2)CC1=O (configuration not stated)	6.6%	4%	26%	-3%	7%	inhibitors of VEEV 10K pilot screen=7.6
CCc1cc2c(N=Nc3c(O)[nH]c4ccccc34)ncnc2s1	0.5%	5%	-5%	5%	-1%
Cc1ccc(S(=O)(=O)N2CCC(C(=O)N[C@@H](C)C(=O)Nc3ccc(F)cc3)CC2)cc1	i	-16%	1%	-18%	5%
CC1=C(C(N)=O)C(c2cccnc2)n2nc(-c3cccc(C)c3)nc2N1 (configuration not stated)	1.3%	11%	13%	-3%	14%
C=CCOc1ccc(CNn2cn[nH]c2=S)cc1	0.9%	-3%	5%	-2%	-5%
COc1cccc(C(=O)Nc2ccc(Cl)c(C(F)(F)F)c2)c1	4.9%	3%	66%	3%	19%
CCCN1CCC(=NNc2ccc(C(=O)O)cc2)CC1	1.2%	-6%	-4%	3%	2%
O=C(N/N=C/c1ccc(-c2ccccc2[N+](=O)[O-])o1)[C@H]1C[C@@H]1c1ccccc1	12%	0%	40%	-6%	6%
Cc1oc(S(=O)(=O)N2CCCC2)cc1C(=O)Nc1ccccc1	4.8%	-3%	-6%	-13%	-14%
CN(C)C(=O)CCc1ccc2c3c([nH]c2c1)[C@]1(CCC2CCCC2)[C@@H](C(=O)N2CCOCC2)C[C@H](CC(=O)NCCCn2ccnc2)C(=O)N1CC3	i	-8%	·	·	·
CC(C)[C@H](NC(=O)c1cccc(S(=O)(=O)N2CCOCC2)c1)C(=O)NCc1ccc(F)cc1	1.4%	-7%	4%	·	-7%
Cc1c(C(=S)NC(=O)C2CC2)c(=O)n(-c2ccccc2)n1C	11%	-3%	78%	-1%	-6%
O=C(c1ccco1)N1CCN(Cc2nc3ccccc3c(=O)n2-c2ccc(F)cc2)CC1	1.0%	9%	-8%	-5%	5%
COc1ccccc1NS(=O)(=O)c1cc(NC(=O)c2ccc3ccccc3n2)ccc1Cl	i	3%	4%	5%	0%
Cc1ccccc1NC(=O)c1ccc2ccccc2c1	i	-1%	41%	-3%	-6%
Cc1nn(C)cc1/C=N/n1nnnc1N	1.8%	-2%	0%	-11%	-2%
O=C(NNS(=O)(=O)c1ccccc1)c1cccnc1	0.4%	-13%	-13%	1%	-4%
O=C(NC1CCS(=O)(=O)C1)OC1CCCCC1 (configuration not stated)	0.2%	0%	-10%	-7%	-4%
Cc1ccc(C)c(NC(=O)N2CCCCCC2)c1	4.9%	6%	21%	-6%	2%
COc1ccccc1C1/C(=C(/O)c2ccc(C)cc2)C(=O)C(=O)N1CC(C)O (configuration not stated)	0.5%	-9%	13%	1%	6%
O=C(NNc1cccc(Cl)n1)Nc1ccccc1	6.7%	4%	-3%	4%	-6%
O=C(Cc1ccccc1)N[C@@H](Cc1ccccc1)C(=O)O	0.1%	-3%	-10%	-2%	-2%	inhibitors of VEEV 10K pilot screen=0.5
CC[C@@]1(C(=O)OC)N[C@H](CN(C)C(=O)Nc2ccc(Cl)cc2)[C@@H]2C(=O)N(C)C(=O)[C@@H]21	3.0%	-8%	-10%	·	1%
Cc1ccc2nc(C)cc(C(=O)N/N=C/c3ccncc3)c2c1	1.9%	-11%	-7%	-2%	-9%
CCCn1cc(C(CC(=O)O)C(=O)O)c2ccccc21 (configuration not stated)	1.5%	1%	1%	-9%	-1%
Cc1ccnc2nc(C(=O)NC3=NCCS3)nn12	i	-1%	-9%	1%	-6%
COC(=O)C1=C(C)NC(C)=C(C(=O)O[C@@H]2CCCN(Cc3ccccc3)C2)[C@@H]1c1cccc([N+](=O)[O-])c1	12%	5%	37%	-13%	69%
C=CCN1C(=NC(=O)CCCC(=O)O)SC2CS(=O)(=O)CC21 (configuration not stated)	i	-1%	7%	-7%	9%
COc1cc2cncc(Cc3ccccc3)c2cc1O	13%	-15%	·	·	·
COc1ccc(NC(=O)C(OC(=O)c2ccc([N+](=O)[O-])o2)c2ccccc2)cc1Cl (configuration not stated)	i	24%	?	-15%	-7%
CC(=O)c1ccc(-n2c(CCC(=O)O)ccc2-c2ccc(C)cc2)cc1	i	-5%	19%	10%	12%
(continued)
SMILES	inhibitors of VEEV	H1N1 NS1A inhibition	tuberculosis growth	Salmonella PhoP GFP	H37Rv inhibition	others
Cc1nc(C)n(CC(=O)N2CCCC(C(=O)c3cccc4ccccc34)C2)n1 (configuration not stated)	i	-10%	-5%	2%	-4%
CC1(C)C2([N+](=O)[O-])CN3CC1([N+](=O)[O-])CN(C2)C31CCCC1	0.5%	23%	1%	-2%	5%
O=C(NC(=S)Nc1ccc(CN2CCOCC2)cc1)c1ccc(-c2cccc(Cl)c2)o1	8.2%	-12%	79%	4%	?
COCCNc1oc(/C=C/c2ccc(F)cc2)nc1S(=O)(=O)c1ccccc1	0.5%	2%	15%	13%	7%
COc1ccc(S(=O)(=O)N2CCN(c3cccc(C)c3C)CC2)cc1	1.8%	2%	52%	-7%	-3%
CC(C)S(=O)(=O)c1csc(NC(=O)Nc2ccc(Cl)cc2)c1Cl	3.1%	-3%	20%	5%	3%
O=C(Nc1ccc2c(c1)ncn2-c1ccccc1)c1ccco1	6.5%	18%	16%	3%	-2%	inhibitors of VEEV 10K pilot screen=7.4
CCCC(=O)c1ccc(N2CCC(C)CC2)c(F)c1	2.5%	0%	?	-5%	6%
COc1cc2c(cc1OC)C(C)N(CC(=O)Nc1ccc(C)c(S(=O)(=O)N3CCOCC3)c1)CC2 (configuration not stated)	2.7%	6%	29%	-5%	5%
CCCCOc1c(C(=O)Nc2ccccc2)nnn1-c1ccccc1	7.5%	-9%	16%	-10%	-3%
Cc1ccc(CNC(=O)CNC(=O)c2ccc(C(C)(C)C)cc2)n1C	1.8%	4%	25%	·	3%
CC(C)OCC(O)CN1CCN(CC(O)COc2ccc3c(c2)OCO3)CC1 (configuration not stated)	0.4%	-13%	8%	-2%	3%
C=CCn1c(C)cc(C(=O)CSc2n[nH]c(N)n2)c1C	5.0%	-3%	27%	32%	4%
CN1CCN(CC(=O)Nc2ccc([N+](=O)[O-])cc2C(=O)c2ccccc2)CC1	0.0%	-7%	5%	-2%	-3%
O=c1c2c([nH]c3ccccc13)CCC2	0.6%	-3%	20%	-1%	-13%
Cc1cnc(=O)[nH]c1SCc1cccc(C(F)(F)F)c1	2.3%	-8%	20%	-6%	4%
CSc1nncc(/C(C)=N\Nc2ccccc2)n1	0.2%	0%	10%	-15%	1%
C[C@]12c3[nH]c4ccc(Cl)cc4c3CCN1C(=O)[C@@H](CC(=O)NCc1cccc(C(F)(F)F)c1)C[C@@H]2C(=O)N1CCCCC1	i	-21%	·	·	·
COc1ccc2cc(C(=O)NCc3ccccc3)c(=Nc3ccc(C(=O)O)cc3)oc2c1	?	-10%	44%	-26%	9%
COc1ccc(C)cc1NC(=O)CSc1nnc2ccc(-c3cccnc3)nn12	7.1%	-1%	-6%	-5%	-8%
Cn1c(CNC(=O)CCNC(=O)c2cccc(Cl)c2)cc(=O)n(C)c1=O	1.7%	3%	-4%	14%	1%
CCOc1cc(NCc2ccccc2)c2ncn(C(C)C)c2c1	8.0%	1%	62%	·	68%
Oc1ccc2ccccc2c1CNc1ccc2ccccc2c1	4.7%	4%	·	·	·
COc1ccccc1N1CC(C(=O)Nc2ccc(S(=O)(=O)N3CCCC3)cc2)CC1=O (configuration not stated)	1.6%	3%	5%	·	-8%
CC(=O)NC1CCC(C(=O)O)(c2ccccc2)C1 (configuration not stated)	0.4%	-21%	10%	-4%	-2%
Cc1nc2cc(-c3cccc(F)c3)nn2c(C)c1CCC(=O)N1CCN(c2ccccn2)CC1	11%	29%	·	4%	-6%
